Bioassay records (PubChem BioAssay)
AGP1-GFP MLPCN = alters AGP1-GFP fluorescence in TOR pathway yeast screen. S. cerevisiae AGP1-GFP multiplex flow cytometry, 3 h; GFP as percent of DMSO wells. GFP response vs DMSO, % at 10 µM. hit rate 0.02% among 320,000. AID 2066;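 active means GFP response relative to DMSO above a set limit, near screen average plus 3 SD, cut at about 150% in these data; inconclusive means fewer than 70 cells counted for the yeast strain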;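 further: median GFP channel fluorescence of the gated AGP1 strain per well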
RPL19A-GFP yeast = modulators of TOR pathway RPL19A-GFP in S. cerevisiae | S. cerevisiae RPL19A-GFP strain, flow cytometry, 3 h; active compounds read low | percent response vs DMSO, % at 10 µM | hit rate 0.3% among 330,000 | AID 2025;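 active means percent response vs DMSO below 50%; inconclusive means fewer than 70 events counted for the yeast strain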;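 further: median channel GFP fluorescence of the barcoded RPL19A-GFP strain; ratio of sample median GFP to plate DMSO average so 100% = DMSO; lower means less RPL19A-GFP as with rapamycin TOR inhibition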
CIT2-GFP yeast = yeast TOR pathway CIT2-GFP modulation. S. cerevisiae CIT2-GFP strain, flow cytometry, 3 h; 100 means same as DMSO wells. GFP response vs DMSO, % at 10 µM. hit rate 0.065% among 320,000. AID 2029;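 active means GFP response relative to DMSO above a set limit, near the screen mean plus 3 SD, cut at about 150% in these data; inconclusive means Fewer than 70 cells measured for a yeast strain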;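 further: ratio of well median GFP fluorescence to mean of DMSO wells on the plate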
VLA-4 inh = inhibition in a human VLA-4 binding assay; VLA-4 expressing cells, ligand binding flow cytometry; hit rate 0.2% among 330,000; inhibition, % (about 7 µM as worked out from the volumes in the protocol); P13612; in the data active means inhibition above about 50%
CR mimetic SO = yeast age-related superoxide inhibition as caloric restriction mimetic | S. cerevisiae aged cells, superoxide DHE fluorescence; active compounds read low | superoxide response (% of plate mean), % at 10 µM | hit rate 0.18% among 330,000 | AID 2690;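 active means superoxide response under a set limit, about three screen SD below normal, cut at about 65% in these data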;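 further: yeast aged for seven days with compound at 30 °C before DHE staining; 100% = average MFI of all compound-treated wells on the plate with controls excluded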
MEP2 TOR yeast = yeast TOR pathway MEP2-GFP modulation | AID 2016 | GFP response vs DMSO, % at 10 µM | S. cerevisiae MEP2-GFP strain, flow cytometry GFP, 3 h; 100% = DMSO control level | hit rate 0.51% among 330,000;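 active means GFP response versus DMSO above a set limit, roughly screen mean plus 3 SD, cut at about 180% in these data; inconclusive means fewer than 70 cells counted for a yeast strain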;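 further: median GFP fluorescence of the barcode-gated MEP2-GFP cells per well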
LAP4-GFP MLPCN = yeast TOR pathway LAP4-GFP modulation; S. cerevisiae LAP4-GFP multiplex, flow cytometry GFP, 3 h; median GFP as percent of DMSO wells; GFP response vs DMSO, % at 10 µM; hit rate 0.34% among 320,000;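 active means GFP response vs DMSO above a set limit, about the screen mean plus 3 SD, cut at about 150% in these data; inconclusive means under 70 cell events counted for the yeast strain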
GRK2 inh = inhibitors of human GRK2 displacing RNA aptamer. P25098. bead flow cytometry, FAM-aptamer displacement from GRK2. inhibition of aptamer binding, % at 10 µM. hit rate 0.59% among 330,000. AID 488847;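 active means inhibition of aptamer binding above 40%, roughly 3 SD of noise, on plates passing a quality check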;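 further: median bead fluorescence of bound FAM aptamer so fluorescent compounds give negative values; no value below 0 was filed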
Target sequence (P25098 whole entry, looked up): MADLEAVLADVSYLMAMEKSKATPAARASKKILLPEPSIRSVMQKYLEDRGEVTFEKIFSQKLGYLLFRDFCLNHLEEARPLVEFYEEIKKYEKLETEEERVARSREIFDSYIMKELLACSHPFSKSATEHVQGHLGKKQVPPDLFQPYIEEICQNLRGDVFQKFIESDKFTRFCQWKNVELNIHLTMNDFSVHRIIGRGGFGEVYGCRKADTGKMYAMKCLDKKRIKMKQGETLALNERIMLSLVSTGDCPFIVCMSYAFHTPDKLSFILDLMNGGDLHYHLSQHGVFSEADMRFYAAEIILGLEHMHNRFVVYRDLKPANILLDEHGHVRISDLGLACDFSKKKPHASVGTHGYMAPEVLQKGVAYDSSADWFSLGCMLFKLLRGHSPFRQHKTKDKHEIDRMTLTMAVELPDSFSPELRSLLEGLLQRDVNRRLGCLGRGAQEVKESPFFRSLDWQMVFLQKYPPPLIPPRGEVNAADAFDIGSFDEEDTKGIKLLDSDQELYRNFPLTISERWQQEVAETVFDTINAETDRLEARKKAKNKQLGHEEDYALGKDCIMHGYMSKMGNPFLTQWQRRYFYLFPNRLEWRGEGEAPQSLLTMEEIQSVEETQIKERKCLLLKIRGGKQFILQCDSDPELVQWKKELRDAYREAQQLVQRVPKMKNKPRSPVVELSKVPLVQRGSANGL
An asterisk follows results filed as active; i = inactive; ? = inconclusive; / = not tested or not shown; [ ] = dose if it differs, or a comment.

item	Compound	CR mimetic SO	GRK2 inh	LAP4-GFP MLPCN	CIT2-GFP yeast
1	Cc1ccc(NC(=O)Nc2nnc(-c3ccncc3)s2)cc1C	99	4	98	96
2	NC(=O)c1ccc(/C=N/O)nc1	97	0	94	87
3	CNC(=S)N/N=C/c1cc(C)n(-c2ccc(Cl)c(Cl)c2)c1C	118	0	102	74
4	CCOCC(=O)N1CCc2ccccc21	95	0	91	96
5	Cc1cc(SCC(=O)c2cc(C)n(C)c2C)nc2ccccc12	106	5	100[may fluoresce red and violet]	?
6	Cc1occc1C(=O)N1CCCC(N2CCN(c3cccc(C(F)(F)F)c3)CC2)C1 (stereo not drawn)	100	0	104	98
7	O=C1c2ccccc2C(=O)N1Cc1cc(-c2ccc(Cl)cc2)no1	126	0	109	100
8	COc1ccc(NC(C)C(=O)N/N=C/c2ccc([N+](=O)[O-])s2)cc1 (stereo not drawn)	104	0	107	101
9	COc1cc2nc(N(CCCN(C)C)C(=O)c3ccc(S(=O)(=O)N(C)C4CCCCC4)cc3)sc2cc1OC	97	0	101	100
10	COc1ccc(/C(C)=N/NC(=O)CNC(=O)C(c2ccccc2)c2ccccc2)c(OC)c1	102	5	93	98
11	O=C(Nc1ccc(CN2CCCCC2)cc1)c1cccc(Br)c1	121	0	96	102
12	Cc1ccc(C)c(NC(=S)c2ccc3ccccc3n2)c1	101	0	89	99

item	AGP1-GFP MLPCN	RPL19A-GFP yeast	MEP2 TOR yeast	VLA-4 inh
1	101	97	98	20
2	92	98	97	-2
3	94	95	85	13
4	92	106	100	7
5	93[may fluoresce red and violet]	?	91[may fluoresce red and violet]	10
6	97	100	109	1
7	107	100	107	8
8	100	103	103	-11
9	100	99	108	9
10	99	96	99	20
11	94	102	106	-10
12	99	97	100	3

Going on with the list.
item	Compound	CR mimetic SO	GRK2 inh	LAP4-GFP MLPCN	CIT2-GFP yeast
13	CN(C)S(=O)(=O)c1cccc(C(=O)NCC(=O)NC2CCN(Cc3ccccc3)CC2)c1	127	0	108	96
14	CCOC(=O)N1CCC(NC(=O)c2cnn3c2NC(c2ccco2)CC3C(F)(F)F)CC1 (stereo not drawn)	75	0	103	111
15	CCOC(=O)N1CCN(C(=O)c2ccc(OC)c(S(=O)(=O)N3CCOCC3)c2)CC1	98	0	95	106
16	Cc1cc(C)n2nc(C(=O)N/N=C/c3ccco3)nc2n1	93	3	101	98
17	COc1ccc(S(=O)(=O)NNC(=O)c2ccc([N+](=O)[O-])cc2)cc1	85	0	92	103
18	O=C(CSc1nnc2c(n1)[nH]c1ccccc12)Nc1nncs1	98	0	105	111
19	CC(=O)c1ccc(NC(=O)Oc2ccccc2)cc1	94	1	111	102
20	Cc1cccc(N=Cc2[nH]c3ccc(Br)c(Cl)c3c2O)c1	90	0	111	102
21	CN(C)S(=O)(=O)c1ccc(N2CCOCC2)c(C(=O)NCc2ccc3c(c2)OCO3)c1	62*	5	98	96
22	CSCCC(NC(=O)c1ccccc1Cl)C(=O)Nc1ccc(C)c(S(=O)(=O)N2CCOCC2)c1 (stereo not drawn)	102	0	95	107
23	CC12CCC(C1)C(C)(C)C2OC(=O)c1ccccc1C(=O)O (stereo not drawn)	90	1	102	95
24	CCOC(=O)N1CCC(NC(=O)c2ccc(CNS(=O)(=O)c3ccc(F)cc3)cc2)CC1	87	2	98	100

item	AGP1-GFP MLPCN	RPL19A-GFP yeast	MEP2 TOR yeast	VLA-4 inh
13	98	98	109	-5
14	110	105	105	-7
15	104	102	104	8
16	103	99	91	0
17	102	108	109	-1
18	106	107	109	-14
19	101	107	107	4
20	97	93	102	i
21	105	102	105	7
22	104	95	91	-3
23	96	100	100	-12
24	/	97	104	3

New compounds follow.
item	Compound	CR mimetic SO	GRK2 inh	LAP4-GFP MLPCN	CIT2-GFP yeast
25	Cc1cc(=O)[nH]c(-n2[nH]c(C)cc2=O)n1	108	1	103	106
26	CCCCN1CC2=C(C1=O)C(c1ccc(O)cc1)NC(=O)N2C (stereo not drawn)	95	2	108	107
27	Cc1c(Cl)cccc1N(CC(=O)NC1CCCCC1)S(C)(=O)=O	104	3	116	105
28	O=c1c2ccccc2nc2n1CCN2Cc1ccc(Cl)cc1	104	0	113	100
29	COc1ccc(S(=O)(=O)N2CCCCCC2)cc1C(=O)N(C)Cc1ccc(OC)c(OC)c1OC	100	0	102	113
30	COc1ccc(C2=NOC(C(=O)NCc3cccs3)C2)cc1OC (stereo not drawn)	97	1	103	97
31	O=C(CCn1nc(-c2ccc(Cl)cc2)c2ccccc2c1=O)Nc1cccnc1	95	0	96	106
32	CCN(Cc1ccccc1)C(c1ccc(C(F)(F)F)cc1)c1nnnn1C(C)(C)C (stereo not drawn)	104	5	105	108
33	Cc1csc2ncnc(N3CCN(S(=O)(=O)c4cccc(C(F)(F)F)c4)CC3)c12	104	0	96	107
34	O=C(COc1ccc(Br)cc1)N(Cc1ccco1)C1CCS(=O)(=O)C1 (stereo not drawn)	126	2	95	110
35	COc1ccccc1CCNC(=O)CSc1nnc2ccc(-c3ccncc3)nn12	109	2	113	104
36	CCOC(=O)c1c(NC(=O)CC(C)C)sc(C(C)=O)c1C	108	3	97	88

item	AGP1-GFP MLPCN	RPL19A-GFP yeast	MEP2 TOR yeast	VLA-4 inh
25	107	100	114	7
26	102	100	104	5
27	108	105	104	5
28	101	102	100	20
29	119	109	101	10
30	101	99	105	0
31	99	102	101	-7
32	/	104	106	0
33	94	101	107	-3
34	102	103	108	5
35	110	99	97	6
36	93	92	95	-4

Remaining list, next part:
item	Compound	CR mimetic SO	GRK2 inh	LAP4-GFP MLPCN	CIT2-GFP yeast
37	C=CCn1c(COc2ccc(Cl)cc2)nnc1SCC(=O)N/N=C/c1cccc(O)c1	85	3	98	111
38	Cn1c(C2=C(O)CN(Cc3ccccc3)C2=N)[n+](C)c2ccccc21	103	0	89	104
39	Cc1cc(N/N=C/c2ccccc2)nc(N2CCOCC2)n1	107	3	113	93
40	O=C(COc1cccc2ccccc12)N/N=C/c1ccc(Sc2nc3ccccc3s2)o1	100	0	101	95
41	COc1ccc(Nc2nc(N)nc(CN3CCC(C)CC3)n2)cc1	103	1	96	102
42	Cc1c(C)c2c(OCC(=O)O)cc3c(c2oc1=O)CCC(C)(C)O3	104	0	100	107
43	C=C(C)[C@@H](O)COc1c2ccoc2cc2oc(=O)ccc12	106	0	105	98
44	CC1CCCC(NC(=O)CSc2ccc(F)cc2)C1C (stereo not drawn)	91	1	100	92
45	COc1ccc(/C=C(\C#N)C(=O)OCC(=O)NC(C)c2ccccc2)cc1 (stereo not drawn)	80	1	93	102
46	C#CCNC(=O)C1=C[C@@H](c2ccc(Br)cc2)[C@H](CCCO)[C@@H](OCC)O1	97	2	94	102
47	COc1ccc(S(=O)(=O)NCc2ccc3c(c2)OCO3)cc1C(=O)O	96	1	102	101
48	Cc1cccn2cc(-c3ccccc3)nc12	104	0	88	/

item	AGP1-GFP MLPCN	RPL19A-GFP yeast	MEP2 TOR yeast	VLA-4 inh
37	106	97	105	-7
38	94	96	94	-9
39	101	101	97	8
40	103	101	97	0
41	92	103	97	11
42	100	104	112	0
43	101	99	99	6
44	92	95	97	-1
45	102	102	101	-3
46	105	96	105	25
47	104	106	102	22
48	103	103	107	-6

(continued)
item	Compound	CR mimetic SO	GRK2 inh	LAP4-GFP MLPCN	CIT2-GFP yeast
49	O=C(c1cccn(Cc2ccc(Cl)c(Cl)c2)c1=O)N1CCOCC1	95	15	101	101
50	CC(NC(=O)c1cccs1)C1CCCO1 (stereo not drawn)	102	0	84	102
51	COc1cccc(NC(=O)N2CCCCCC2)c1	101	0	96	107
52	COc1ccc(S(=O)(=O)N2CCC(c3nc4ccccc4[nH]3)CC2)cc1	95	0	100	99
53	O=C(C1CCN(c2ccc(N3CCOCC3)nn2)CC1)N1CCN(c2ccc(F)cc2)CC1	122	0	110	107
54	COc1ccc(CC(=O)Nc2nccs2)cc1OC	100	1	91	98
55	O=C(O)/C=C/C(=O)c1c(-c2ccccc2)[nH]c2ccccc12	93	0	102	87
56	O=C(NCc1ccco1)c1ccccc1SCC(=O)N1CCCC1	84	2	103	110
57	COCCNC(=O)C1CCN(S(=O)(=O)c2ccccc2)CC1	123	0	100	98
58	COc1ccc2[nH]c(=O)c(CN(C(C)=O)c3cccc(C)c3)cc2c1	108	0	103	96
59	CCOC(=O)C1CCCN(Cc2sccc2C)C1 (stereo not drawn)	106	4	93	90
60	CN1CCN(C(=S)c2ccc([N+](=O)[O-])cc2)CC1	109	0	103	96

item	AGP1-GFP MLPCN	RPL19A-GFP yeast	MEP2 TOR yeast	VLA-4 inh
49	96	96	102	-10
50	112	97	87	-5
51	99	106	108	-25
52	99	103	103	-1
53	106	104	112	28
54	94	106	78	6
55	93	96	116	-4
56	105	105	100	-1
57	99	96	101	2
58	100	99	101	19
59	99	98	101	11
60	101	103	103	1

From entry 49 to 57, as listed above:
item	Compound	CR mimetic SO	GRK2 inh	LAP4-GFP MLPCN	CIT2-GFP yeast
49	O=C(c1cccn(Cc2ccc(Cl)c(Cl)c2)c1=O)N1CCOCC1	95	15	101	101
50	CC(NC(=O)c1cccs1)C1CCCO1 (stereo not drawn)	102	0	84	102
51	COc1cccc(NC(=O)N2CCCCCC2)c1	101	0	96	107
52	COc1ccc(S(=O)(=O)N2CCC(c3nc4ccccc4[nH]3)CC2)cc1	95	0	100	99
53	O=C(C1CCN(c2ccc(N3CCOCC3)nn2)CC1)N1CCN(c2ccc(F)cc2)CC1	122	0	110	107
54	COc1ccc(CC(=O)Nc2nccs2)cc1OC	100	1	91	98
55	O=C(O)/C=C/C(=O)c1c(-c2ccccc2)[nH]c2ccccc12	93	0	102	87
56	O=C(NCc1ccco1)c1ccccc1SCC(=O)N1CCCC1	84	2	103	110
57	COCCNC(=O)C1CCN(S(=O)(=O)c2ccccc2)CC1	123	0	100	98

item	AGP1-GFP MLPCN	RPL19A-GFP yeast	MEP2 TOR yeast	VLA-4 inh
49	96	96	102	-10
50	112	97	87	-5
51	99	106	108	-25
52	99	103	103	-1
53	106	104	112	28
54	94	106	78	6
55	93	96	116	-4
56	105	105	100	-1
57	99	96	101	2

Following part
item	Compound	CR mimetic SO	GRK2 inh	LAP4-GFP MLPCN	CIT2-GFP yeast
61	CC1(C)Cc2nc(N3CCCC3)c(C#N)cc2CO1	95	4	98	98
62	CCOc1ccc(Br)cc1S(=O)(=O)Nc1ccc(NC(=O)c2ccccc2C)cc1	115	0	95	113
63	Cc1ccc(S(=O)(=O)N2CCN(CCNC(=O)C(=O)Nc3ccc(F)cc3)CC2)cc1	97	0	97	105
64	CC(C)Cc1c(O)nc(SCCN2CCOCC2)[nH]c1=O	97	0	103	105
65	CCOc1cc2nc(-c3ccc(OC)c(OC)c3)nc(NCCCN3CCOCC3)c2cc1OC	90	0	102	106
66	CCC(=O)OCC(=O)C1(OC(=O)CC)[C@H](C)C[C@H]2[C@H]3[C@H]([C@@H](O)C[C@@]21C)[C@@]1(C)C=CC(=O)C=C1C[C@H]3Cl (stereo partly drawn)	93	0	108	99
67	CCS(=O)(=O)N1CCN(C(=O)c2cc(OC)cc(OC)c2)CC1	93	3	102	103

item	AGP1-GFP MLPCN	RPL19A-GFP yeast	MEP2 TOR yeast	VLA-4 inh
61	92	116	109	20
62	103	104	99	2
63	102	103	102	10
64	106	101	109	17
65	102	102	101	1
66	102	100	100	0
67	105	102	106	14
